Source: PubChem BioAssay (several laboratories)
HMGR II inh = E. faecalis class II HMG-CoA reductase inhibition; purified E. faecalis HMGR, NADPH absorbance 340 nm kinetic; inhibition, % at 10 µM; 190,000 compounds, 0.41% hits; AID 1066;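 active means inhibition above a set limit, the median over all tested compounds plus 3 SD, cut at about 9.5% in these data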;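 further: enzyme runs in reverse so mevalonate oxidation gives rising NADPH absorbance; 0% = complete reaction with DMSO and 100% = background rate lacking mevalonate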
PPARg SRC2 recr = PPARgamma-driven SRC-2 recruitment agonism; activation, % at 8 µM; PPARgamma LBD-SRC-2 recruitment, biochemical; P37231; 200,000 compounds, 0.34% hits; in the data active means activation above about 22%;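 further: 0% = vehicle and 100% = reference agonist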
Target sequence (P37231 whole entry, looked up, the tested form may be a part): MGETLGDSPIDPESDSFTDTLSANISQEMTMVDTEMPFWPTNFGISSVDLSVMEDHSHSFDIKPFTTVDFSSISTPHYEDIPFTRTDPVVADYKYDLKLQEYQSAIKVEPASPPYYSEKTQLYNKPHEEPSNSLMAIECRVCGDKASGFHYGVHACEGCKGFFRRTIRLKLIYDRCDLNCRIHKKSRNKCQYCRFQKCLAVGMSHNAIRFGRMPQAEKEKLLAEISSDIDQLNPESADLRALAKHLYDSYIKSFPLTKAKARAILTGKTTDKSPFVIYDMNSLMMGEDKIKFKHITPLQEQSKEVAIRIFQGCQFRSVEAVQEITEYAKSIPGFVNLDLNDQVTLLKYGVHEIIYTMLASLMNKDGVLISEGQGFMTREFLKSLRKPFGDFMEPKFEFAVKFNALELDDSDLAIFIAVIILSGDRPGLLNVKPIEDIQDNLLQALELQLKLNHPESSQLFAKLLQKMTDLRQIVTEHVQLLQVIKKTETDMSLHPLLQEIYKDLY
TR-FRET SRC-2 ct = TR-FRET artefact, counter-screen to PPARgamma/SRC-2 agonist assay | AID 1049 | TR-FRET ratio at 8 µM | hits give high values | 200,000 compounds, 0.4% hits; in the data active means TR-FRET ratio above about 2000; further: inactives centre near 1500
PPARg SRC-1 ag = PPARgamma-driven SRC-1 recruitment agonism | P37231 | activation, % at 8 µM | PPARgamma-SRC-1 coactivator recruitment biochemical assay | 200,000 compounds, 0.41% hits | AID 631; in the data active means activation above about 19%;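 further: 0% = DMSO and 100% = reference agonist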
bIAP activator = intestinal alkaline phosphatase (bovine) activation; AID 1016; purified bovine IAP, CDP-star luminescence, 30 min; hits give high values; fold of DMSO-control signal, blank-subtracted; 200,000 compounds, 0.17% hits; activation factor at 20 µM;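 active means activation factor of 2 or more at 20 µM, a signal rise over negative controls twice the positive control's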
TNAP inh hiacc = TNAP (human) inhibition, high acceptor; purified TNAP, CDP-star luminescence, 1 M DEA; 200,000 compounds, 0.03% hits; P05186; inhibition, % at 20 µM;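 active means over 50% inhibition of tissue-nonspecific alkaline phosphatase at 20 µM in the single-dose screen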;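 further: plate controls were DMSO wells for no effect and EDTA-quenched wells as full inhibition for full effect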
Target sequence (P05186 whole entry, looked up): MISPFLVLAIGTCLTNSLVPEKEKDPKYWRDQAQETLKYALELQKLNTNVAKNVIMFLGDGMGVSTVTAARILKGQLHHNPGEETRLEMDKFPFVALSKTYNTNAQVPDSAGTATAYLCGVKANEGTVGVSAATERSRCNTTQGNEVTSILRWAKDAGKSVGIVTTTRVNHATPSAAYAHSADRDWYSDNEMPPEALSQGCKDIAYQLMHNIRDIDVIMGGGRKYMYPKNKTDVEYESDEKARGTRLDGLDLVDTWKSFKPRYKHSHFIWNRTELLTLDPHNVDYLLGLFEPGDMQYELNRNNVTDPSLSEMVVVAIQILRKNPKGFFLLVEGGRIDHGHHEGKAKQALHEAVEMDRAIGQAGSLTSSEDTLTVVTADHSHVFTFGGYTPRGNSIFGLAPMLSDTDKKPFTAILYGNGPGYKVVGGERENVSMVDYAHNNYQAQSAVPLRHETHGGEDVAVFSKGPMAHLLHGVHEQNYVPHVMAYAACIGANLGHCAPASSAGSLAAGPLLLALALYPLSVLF
TNAP act hi DEA = activators of human TNAP at high phosphate acceptor concentration; P05186; activation factor at 20 µM; 200,000 tested, under 10 active; purified TNAP, CDP-star luminescence, 1 M DEA, 30 min; hits give high values; 0 = EDTA background, 1 = DMSO-only activity;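 active means activation factor at least 2 at 20 µM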
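Measured by: Luminescent substrate turnover signal | Test system: Human TNAP | Input: TNAP 1/800 final | Dosing: 20 µM single point | Schedule: 30 min, room temperature | Controls: EDTA wells as negative control, DMSO wells as positive control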
PPARg SRC3 recr = PPARgamma-driven SRC-3 recruitment agonism; P37231; 200,000 compounds, 0.26% hits; biochemical PPARgamma/SRC-3 coactivator recruitment assay; activation, % at 8 µM; in the data active means activation above about 23%;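 further: 0% = DMSO and 100% = reference agonist; some compounds past the cut are filed as inactive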
bIAP inhibitor = blocks bovine intestinal alkaline phosphatase activity; inhibition, % at 20 µM; AID 1019; 190,000 tested, under 10 active; purified bovine IAP, CDP-star luminescence, 30 min;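 active means over 50% inhibition of intestinal alkaline phosphatase at 20 µM in the single-dose screen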
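System: Purified bovine intestinal alkaline phosphatase (IAP) enzyme | Input: IAP diluted 1/65,000,000 in the well | Also added: CDP-star chemiluminescent phosphatase substrate, 30 µM final | Dosing: 20 µM single dose | Times: Enzyme reaction for 30 min at room temperature | Detection: Luminescence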
TNAP inh no acc = blocks human TNAP activity with no phosphate acceptor present; purified TNAP, CDP-star luminescence, 30 min; 200,000 compounds, 0.26% hits; P05186; inhibition, % at 20 µM;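 active means tissue-nonspecific alkaline phosphatase inhibition above about 50% at 20 µM in the single-dose screen, limit read from the data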;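 further: 0% = DMSO negative control and 100% = EDTA positive control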
* = called active by the depositor; . = not tested or not shown.

SMILES	HMGR II inh	PPARg SRC2 recr	TR-FRET SRC-2 ct	PPARg SRC-1 ag	bIAP activator	TNAP inh hiacc	TNAP act hi DEA	PPARg SRC3 recr	bIAP inhibitor	TNAP inh no acc
Cc1cccc(N2CCN(C(=O)Cc3cn(C)c4ccccc34)CC2)c1C	-5	5	1457	4	1	-10	1.1	8	-3	-18
O=C1c2ccc3c4c(ccc(c24)C(=O)N1NC(=O)C(F)(F)F)CC3	-8	8	1460	0	1	-3	1	-2	2	-11
C=CCc1ccc(OCCOCCOc2ccc(C)cc2[N+](=O)[O-])c(OC)c1	0	10	1591	5	1	-5	1	15	-1	-9
COc1cc(CC(=O)OCC(=O)Nc2ccc3c(c2)OCCO3)cc(OC)c1OC	0	-3	1549	0	1	-8	1.1	-4	-1	-10
CCN(CC)C(=O)CN1C(=O)c2cccc3cccc(c23)C1=O	-13	-4	1496	1	1	-4	1	2	1	-16
CCOC(=O)CSc1snnc1C	.	-2	1287	2	.	.	.	1	.	.
Cc1ccnc(NC(=S)NC(=O)c2cccs2)c1	-2	2	1721	5	1	2	1	3	3	4
CSc1cccc(NC(=S)NCCCN2CCN(c3ccc(F)cc3)CC2)c1	-4	10	1573	0	1	-5	1	-1	4	-2
COc1cc(SC)ccc1C(=O)Nc1cc(C)ccn1	0	4	1690	9	1.2	3	1	3	-25	2
CC1(C)CC(=O)/C(=C(/O)Cc2ccccc2)C(=NCCc2ccccc2)C1	-5	-8	1504	2	0.8	-6	1.1	-2	18	-8
Cc1cc(Cl)ccc1NC(=S)N1CCOCC1	-2	2	1597	0	0.9	1	1	-6	8	0
CCCCNC(=O)c1sc2ncnc(N3CCc4ccccc4C3)c2c1C	2	-8	1598	8	0.9	-4	1	3	11	-7
C/C=C/C(=O)OCC(=O)Nc1nc2ccc(C)cc2s1	1	2	1626	1	1	-8	1.1	-1	4	-14
COc1ccc(C2(C(=O)Nc3ccc(C(=O)O)cc3)CCOCC2)cc1	-4	13	1613	-1	0.9	2	1	2	11	-8
CCCC(NC(=S)NCC1CCCO1)C12CC3CC(CC(C3)C1)C2 (stereo not given)	0	0	1733	6	0.9	2	1	-4	5	-3
CCOc1ccc(C2/C(=C(\O)c3ccc(OC)c(OC)c3)C(=O)C(=O)N2c2cc(C)on2)cc1OC (stereo not given)	0	15	1749	7	0.9	-1	1	4	8	-1
CCOc1c2ccc(C(=O)NCc3ccc4c(c3)OCO4)cc2nn1CCOC	2	7	1655	7	1.1	-5	1.1	0	-6	-8
COc1cccc(NC(=O)c2ccc(S(=O)(=O)N3CCCCC3)cc2)c1	-6	-5	1512	9	0.7	-1	1	7	27	-5
CCc1ccc(C2NC(=S)NC3=C2C(=O)CC(C)(C)C3)cc1 (stereo not given)	-5	-5	1583	5	1	-1	1	-5	2	-5
CC(=O)Nc1cc([N+](=O)[O-])ccc1N1CCOCC1	-5	1	1556	-5	1.1	2	1	4	-11	6

Exported with values under each structure: 3 of the compounds above.
Results follow in this order: HMGR II inh	PPARg SRC2 recr	TR-FRET SRC-2 ct	PPARg SRC-1 ag	bIAP activator	TNAP inh hiacc	TNAP act hi DEA	PPARg SRC3 recr	bIAP inhibitor	TNAP inh no acc
Cc1cc(Cl)ccc1NC(=S)N1CCOCC1
  -2	2	1597	0	0.9	1	1	-6	8	0
CCCCNC(=O)c1sc2ncnc(N3CCc4ccccc4C3)c2c1C
  2	-8	1598	8	0.9	-4	1	3	11	-7
C/C=C/C(=O)OCC(=O)Nc1nc2ccc(C)cc2s1
  1	2	1626	1	1	-8	1.1	-1	4	-14

(more compounds)
SMILES	HMGR II inh	PPARg SRC2 recr	TR-FRET SRC-2 ct	PPARg SRC-1 ag	bIAP activator	TNAP inh hiacc	TNAP act hi DEA	PPARg SRC3 recr	bIAP inhibitor	TNAP inh no acc
CCN(CCO)c1ncnc2c1sc1nc(CC(C)C)c3c(c12)CC(C)(C)OC3	9.7*	6	1414	0	1	-1	1	-14	0	-2
Nc1nnc(/C=C/c2ccccc2)s1	4	-1	1522	6	1	-1	1	1	2	-5
O=C(Nc1nnc(SCc2cccc(F)c2)s1)c1ccco1	-2	-1	1575	-2	1.1	1	1	5	-5	-4
O=c1[nH]c(CN2CCOCC2)nc2scc(-c3ccccc3)c12	0	3	1703	2	1.1	-5	1.1	-1	-12	-10
Cc1noc(/C=C/N(C)C)c1S(=O)(=O)N1CCCC(C(=O)NCc2ccccc2Cl)C1 (stereo not given)	1	-2	1512	1	1	-4	1	-8	5	-14
CCOC(=O)c1c(C)[nH]c(C(=O)CSc2nc(C)cc(C)n2)c1C	-1	5	1442	-1	0.9	-3	1	3	6	-7
CC(C)OCCCNC(=O)c1ccc(C2SCC(=O)N2Cc2ccco2)cc1 (stereo not given)	-10	3	1511	-3	1	-2	1	1	3	-7
Cc1ccc(C)c(C(=O)COC(=O)c2ccc(Br)o2)c1	1	3	1438	1	0.7	-4	1	-4	32	-10
CSCc1cc(N(C)C)nc(SCc2ccc(Cl)c(Cl)c2)n1	0	-2	1431	2	0.9	-4	1	10	8	-1
COC(=O)C(C)Sc1nc2c(c(=O)n(C)c(=O)n2C)n1Cc1cccc(C)c1 (stereo not given)	-4	11	1553	-1	1	-4	1	2	3	-7

Random excerpt: three entries already listed
SMILES	HMGR II inh	PPARg SRC2 recr	TR-FRET SRC-2 ct	PPARg SRC-1 ag	bIAP activator	TNAP inh hiacc	TNAP act hi DEA	PPARg SRC3 recr	bIAP inhibitor	TNAP inh no acc
CCOC(=O)c1c(C)[nH]c(C(=O)CSc2nc(C)cc(C)n2)c1C	-1	5	1442	-1	0.9	-3	1	3	6	-7
O=c1[nH]c(CN2CCOCC2)nc2scc(-c3ccccc3)c12	0	3	1703	2	1.1	-5	1.1	-1	-12	-10
Nc1nnc(/C=C/c2ccccc2)s1	4	-1	1522	6	1	-1	1	1	2	-5

Next part.
SMILES	HMGR II inh	PPARg SRC2 recr	TR-FRET SRC-2 ct	PPARg SRC-1 ag	bIAP activator	TNAP inh hiacc	TNAP act hi DEA	PPARg SRC3 recr	bIAP inhibitor	TNAP inh no acc
O=C(Oc1ccc2c(c1)OCO2)C12CC3CC(CC(C3)C1)C2	-4	-2	1665	-2	1.1	-2	1	0	-6	-10
CCCCN1C(=O)C(O)(CC(=O)c2ccco2)c2cc(Br)ccc21 (stereo not given)	5	4	1460	7	0.9	-1	1	2	11	0
Cc1cc(/C=N/n2cnnc2)c(C)n1-c1cc(Cl)ccc1Cl	-10	4	1452	-1	1	-4	1	5	1	-10
Cc1cccn2c(=O)c(C=O)c(N3CC(C)OC(C)C3)nc12 (stereo not given)	-2	8	1543	2	1	-5	1	-2	0	-3
C=C(C)CN=C1NN=C(c2cc(C)n(-c3ccc(C)cc3)c2C)CS1	-1	5	1518	7	0.9	-1	1	4	11	-8
CSc1nc(Cl)cc(Nc2ccccc2N)n1	-1	-2	1511	0	1.1	-2	1	-5	-12	-14
COC(=O)C1CCN(C(=O)c2ccc(Cl)c(S(=O)(=O)NCc3cccnc3)c2)CC1	-8	4	1454	0	0.9	-2	1	0	6	-11
CCOC(=O)C1CCN(S(=O)(=O)C(F)(F)c2nc3ccccc3s2)CC1	-2	0	1688	11	1	-6	1.1	-5	3	1
CC(Oc1ccc(Cl)cc1)C(=O)NNC(=S)NC(=O)c1ccco1 (stereo not given)	3	-7	1498	0	0.9	-2	1	-7	12	-12
Cc1ccc(-c2csc(N/N=C/c3ccco3)n2)c(C)c1	-2	9	1720	14	0.9	0	1	6	11	-28
O=[N+]([O-])c1ccccc1S(=O)(=O)N1CCN(CC2CC3C=CC2C3)CC1 (stereo not given)	-4	-2	1606	-1	1	-6	1.1	3	2	-10
O=C(CCSc1ccccc1)N1CCOCC1	3	6	1524	-2	0.9	-6	1.1	-7	12	-8
CCOC(=O)c1c(NC(=O)CSc2cccc[n+]2[O-])sc(C(=O)Nc2ccccc2)c1C	0	5	1552	-2	1.4	-2	1	3	-41	-9
COC(=O)CNC(=O)COC(=O)Cc1ccc(Cl)cc1	-1	3	1522	4	1	-7	1.1	-2	2	-10
CCCCCOC(=O)c1ccc(NC(=O)c2ccco2)cc1	-1	3	1733	13	1	-1	1	7	-4	-7
Cc1cccc(Oc2nc(-c3cccc([N+](=O)[O-])c3)nc3ccccc23)c1C	6	4	1623	1	0.9	-1	1	20	8	7
O=C1CCC(C(=O)Nc2nnc(C3CC3)s2)=NN1	-1	-2	1306	6	1.3	-2	1	1	-28	-17
CC(=O)Nc1cccc(Cl)c1C(=O)O	-6	12	1643	0	0.9	-3	1	0	12	-9
CC1CCCCN1CC(=O)Nc1sc2c(c1C#N)CCC2 (stereo not given)	-3	7	1678	-1	0.9	-4	1	3	9	-9
O=C(OCc1ccccc1)c1ccc(Br)o1	-2	5	1646	6	0.7	-2	1	7	30	-12
Cc1ccc(CC(=O)NCc2ccc(F)cc2)cc1	-6	-10	1547	1	1.1	0	1	5	-8	0
CCOC(=O)C(C)Oc1nc(Oc2ccccc2)nc(N(C)C)n1 (stereo not given)	-1	0	1653	1	1	-2	1	12	-1	-10
CC1(C)CC(=O)C2=C(C1)OC(/N=C/N1CCOCC1)=C(C#N)C2c1ccccc1 (stereo not given)	7	3	1534	3	1.1	-8	1.1	6	-8	3
CCOC(=O)CSc1nnc(-c2cccc(Cl)c2)n1CC	-1	11	1664	-2	0.9	-7	1.1	8	9	-2
CC1(C)CC(n2c(=S)[nH]c3ccccc3c2=O)CCO1 (stereo not given)	-5	6	1341	-5	1	-1	1	-6	5	-9
Cc1cccn2c(=O)c(/C=C(\C#N)S(=O)(=O)c3ccccc3)c(Oc3ccc(Cl)cc3)nc12	-4	-1	1503	7	1	4	1	1	-2	3
CC(=O)Oc1ccccc1C(=O)Nc1ncc([N+](=O)[O-])s1	-1	5	1728	6	1	11	0.9	9	0	34
N=c1n(CCO)c2ccccc2n1CCOc1ccccc1	-2	-1	1515	3	0.9	-8	1.1	0	5	-4
Cn1c(SCC(=O)Nc2nccs2)nnc1-c1ccco1	-5	0	1403	-7	1	5	0.9	14	2	40
COC(=O)Cc1[nH]nc2c1C(c1cccc(OC)c1OC)C(C#N)=C(N)O2 (stereo not given)	0	3	1642	3	1.3	-6	1.1	1	-34	-2
O=C(Cc1cc(=O)[nH]c(=O)[nH]1)NCCN1CCOCC1	-4	5	1542	1	1	1	1	0	4	-12
CCN1CCN(C(c2ccccc2F)c2nnnn2Cc2ccc3c(c2)OCO3)CC1 (stereo not given)	-4	-7	1454	3	1.1	-2	1	-3	-9	-6
Nc1nc(NCc2c(F)cccc2Cl)nn1-c1ccccc1	-8	0	1435	2	0.8	-6	1.1	-3	25	-6
Cc1sc2ncnc(Sc3nnnn3-c3ccccc3)c2c1C	4	-1	1581	6	1	-9	1.1	-6	5	-16
Nc1nc2ccc(C(=O)NCCOC(=O)C3CCCCC3)cc2s1	-3	3	1629	2	1	-4	1	4	1	-6
NNc1nc2cccnc2n(CCNc2ncc(C(F)(F)F)cc2Cl)c1=O	-6	1	1488	-6	1	-5	1	2	1	-46
COc1ccccc1C(=O)Nc1ccccc1N1CCN(S(C)(=O)=O)CC1	-5	8	1430	6	1.1	-1	1	-1	-6	-9
COc1ccc(-c2csc(NC(=O)/C(N=Nc3ccccc3)=C(\C)O)n2)cc1	-6	1	1511	12	0.9	2	1	2	9	-2
Cc1ccc(NC(=O)C(C)Sc2nnc(-c3cccnc3)n2-c2ccccc2)cc1 (stereo not given)	0	6	1484	4	0.9	-6	1.1	0	5	-11
O=C(O)C1C2C=CC(C2)C1C(=O)NCc1ccccn1 (stereo not given)	-3	7	1480	3	1	-10	1.1	-3	5	-9
